OX1R antag = antagonists of human orexin 1 receptor (OX1R) | actives 1.8% (n = 330,000) | inhibition, % at 6.6 µM | Orexin/Hypocretin receptor type 1 (Homo sapiens), O43613 | AID 485270, 2010 | OX1R-expressing cells, FRET antagonist read-out; in the data active = inhibition mostly above about 38%, no sharp cut-off; inactive = mostly below about 40%;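 note: 0% = agonist challenge alone and 100% = reference antagonist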
Target sequence (O43613 whole entry, looked up): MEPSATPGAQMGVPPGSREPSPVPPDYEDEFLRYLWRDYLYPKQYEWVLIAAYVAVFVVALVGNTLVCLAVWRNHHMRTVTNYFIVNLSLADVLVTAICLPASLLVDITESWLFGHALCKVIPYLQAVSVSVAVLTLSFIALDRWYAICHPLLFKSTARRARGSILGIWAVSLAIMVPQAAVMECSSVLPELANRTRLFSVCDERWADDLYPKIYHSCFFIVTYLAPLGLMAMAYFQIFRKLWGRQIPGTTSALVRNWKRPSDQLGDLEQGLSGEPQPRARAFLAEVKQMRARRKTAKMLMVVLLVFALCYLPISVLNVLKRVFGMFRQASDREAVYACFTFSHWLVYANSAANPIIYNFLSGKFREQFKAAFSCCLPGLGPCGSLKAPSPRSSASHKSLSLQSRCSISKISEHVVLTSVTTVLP
STK33 inh = inhibitors of purified STK33 kinase, primary screen, biochemical, ADP-Glo luminescence, homogeneous, cell-free. AID 2661, 2010. MBP phosphorylation. actives 0.073% (n = 320,000). inhibition, % at 10 µM. Serine/threonine-protein kinase 33 (Homo sapiens), Q9BYT3;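 active = inhibition at or above 25%, using the most active replicate where run in duplicate; inactive = inhibition below 25%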
Target sequence (Q9BYT3 whole entry, looked up): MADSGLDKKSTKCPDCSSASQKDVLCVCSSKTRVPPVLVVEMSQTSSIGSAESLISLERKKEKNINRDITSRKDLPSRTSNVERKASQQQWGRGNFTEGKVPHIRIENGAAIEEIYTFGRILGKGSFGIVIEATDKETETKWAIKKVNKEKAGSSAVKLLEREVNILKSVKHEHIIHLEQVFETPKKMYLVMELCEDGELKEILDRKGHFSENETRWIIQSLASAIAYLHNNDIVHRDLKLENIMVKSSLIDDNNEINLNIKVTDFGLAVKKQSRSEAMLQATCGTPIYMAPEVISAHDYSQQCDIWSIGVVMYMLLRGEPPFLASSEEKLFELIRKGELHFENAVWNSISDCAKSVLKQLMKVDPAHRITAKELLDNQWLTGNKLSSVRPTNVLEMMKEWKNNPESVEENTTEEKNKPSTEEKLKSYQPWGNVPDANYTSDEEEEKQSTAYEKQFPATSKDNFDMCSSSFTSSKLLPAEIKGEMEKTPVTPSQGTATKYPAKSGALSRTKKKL
* = called active by the depositor; · = no result given.

OX1R antag | STK33 inh | SMILES
17 | -1.1 | COc1cccc(NC(=O)c2ccc(S(=O)(=O)N3CCCCC3)cc2)c1
18 | 0.7 | CCOc1ccc(C(=O)N2CCc3cc(OC)c(OC)cc3C2)cc1OCC
13 | -0.6 | CC(C)CCN(C(=O)CNC(=O)c1ccco1)C(C(=O)NC1CCCCC1)c1cccnc1 (configuration not stated)
26 | -0.3 | Cc1ccc(NC(=O)C2CCN(S(=O)(=O)c3ccc4c(c3)oc(=O)n4C)CC2)cc1
26 | -1.2 | Oc1ccccc1/C=N/n1c(-c2cccs2)n[nH]c1=S
24 | 0.0 | CCCCNC(=O)NNC(=O)COc1cc(C)cc(C)c1
7 | -0.8 | c1coc(-c2nnc(SCc3nc4ccccc4[nH]3)o2)c1
6 | -1.0 | CN1C(=O)C2CN(CCc3ccccc3)CNC2N(C)C1=O (configuration not stated)
18 | -2.5 | O=C(CSc1ccc(-c2ccc(Br)cc2)nn1)N1CCOCC1
3 | -1.5 | Cc1ccc(NC(=O)C[n+]2cc(-c3ccccc3)n3c2CCC3)cc1
16 | 0.6 | COc1ccc(OC)c(-c2nnc3n2N=C(c2ccc(OC)c(OC)c2)CS3)c1
3 | -1.8 | Cc1n[nH]c(C)c1SCC(=O)Nc1ccc(F)cc1
7 | -0.3 | CN(Cc1ccccc1)C(=O)NC1CCCCC1
7 | 0.0 | COc1ccc(CN2C(=O)c3ccccc3C2C(=O)NCc2cccnc2)c(OC)c1 (configuration not stated)
9 | 0.3 | CC(=O)NCC(=O)N1CCCC(C(=O)c2ccc3c4c(cccc24)CC3)C1 (configuration not stated)
10 | -1.1 | CNC(=O)c1[nH]cnc1C(=O)NCC(=O)OC(C)(C)C
13 | 0.4 | Cc1c(NC(=O)Oc2ccccc2)sc(=S)n1C
2 | -1.3 | COc1ccc(Br)cc1/C=N/NC(=O)c1nc(-c2ccccc2)n2c1CCCCC2
21 | 0.7 | COc1ccc(C(=O)Nc2cnc3sc(C)nn3c2=O)cc1
20 | -0.5 | O=C(NCC(c1cccnc1)N1CCN(c2ccccc2)CC1)c1ccc2c(c1)OCO2 (configuration not stated)
31 | 0.0 | Cn1cc(SCC(=O)Nc2nc3ccccc3s2)c2ccccc21
0 | -0.4 | N=c1ncn(CC(O)CO)c2nc(N3CCOCC3)[nH]c12 (configuration not stated)
21 | -1.2 | O=C1C(Cl)=C(N2CCOCC2)C(=O)N1c1ccccc1
-6 | -1.5 | NC(=S)NNC(=O)c1cccc(Br)c1
19 | -1.3 | CCn1cc(C(=O)N2CCOCC2)c(=O)c2cc(S(=O)(=O)N(C)C)ccc21
16 | 3.9 | CC(=O)c1cccc(N(CC(=O)Nc2ccccc2F)S(C)(=O)=O)c1
7 | -0.9 | Cc1ccc(C)c(NC(=S)NCCN2CCOCC2)c1
12 | -1.0 | O=C(C1=COCCO1)N(Cc1nnc(-c2ccc(Cl)cc2)o1)C1CC1
19 | -0.6 | Cc1nc2ccccc2c(=O)n1NC(=O)Cc1ccc([N+](=O)[O-])cc1
24 | -0.3 | O=C(O)CSc1nc(-c2ccc(Cl)cc2)nc2c1oc1ccccc12
-8 | 2.6 | S=C1NC[C@H](CC2CCCCC2)N1CC1CCCCC1
6 | -1.8 | CCOc1ccc(-n2cc(-c3ccccc3)c3c(=S)nc[nH]c32)cc1
20 | 0.2 | COc1ccc(C(C)=O)cc1CN(c1ccccc1OC)S(=O)(=O)c1cccs1
16 | -2.2 | CCOC(=O)C1=NN(c2ccccc2)C(c2ccccc2)CC1=O (configuration not stated)
44 | 5.4 | O=S1(=O)N=C(Nc2nc3c(s2)CCCC3)c2ccccc21
16 | -1.3 | Cc1c(Nc2ncccc2C(=O)O)cccc1C(F)(F)F
10 | -1.9 | COc1cc2c(cc1OC)C(c1ccccc1)N(C(=O)CCl)CC2 (configuration not stated)
13 | -0.4 | O=C1NC(c2ccncc2)C(C(=O)c2cccs2)C(O)(C(F)(F)F)N1 (configuration not stated)
16 | 0.0 | Cn1ncc(N=Cc2ccccc2)c1C(=O)Nc1cccc(Cl)c1
10 | -0.6 | CCCc1ccc(/C=C2\C(=O)c3ccccc3C(O)=C2C(=O)OCC)cc1
22 | -1.3 | CCOC(=O)CSCC(=O)Nc1cc(C)ccc1C
6 | -0.9 | O=C(CC1CCCCC1)NCc1ccco1
25 | -0.6 | CN(CC(=O)Nc1sccc1C#N)Cc1ccccc1
· | -1.1 | Cc1ccc(-n2c(C)c(C)c3c(NCCCO)ncnc32)cc1
2 | -1.2 | CCOc1ccccc1NC(=O)C1=C(C)NC(=O)NC1c1cccc(OC)c1OC (configuration not stated)
9 | -1.0 | CCCc1nc2sc3c(c2c(=O)n1N)CCC3
7 | -0.1 | Cc1cc(C)nc(SC/C=C/c2ccccc2)n1
-4 | -1.6 | COc1ccc(S(=O)(=O)Nc2ccccn2)cc1
26 | · | Cc1cc(C)c([N+](=O)[O-])cc1NC(=O)CCSc1ccccc1Cl
8 | 0.4 | CCCCOc1ccc(S(=O)(=O)NCc2csc(C)n2)cc1

Compound profiles, as listed above. Order of screens: OX1R antag | STK33 inh
Results for CC(=O)c1cccc(N(CC(=O)Nc2ccccc2F)S(C)(=O)=O)c1 → 16 | 3.9
Results for Cc1ccc(-n2c(C)c(C)c3c(NCCCO)ncnc32)cc1 → · | -1.1

Structures shown so far containing two or more sulfur atoms, in the order listed:
OX1R antag | STK33 inh | SMILES
26 | -1.2 | Oc1ccccc1/C=N/n1c(-c2cccs2)n[nH]c1=S
13 | 0.4 | Cc1c(NC(=O)Oc2ccccc2)sc(=S)n1C
31 | 0.0 | Cn1cc(SCC(=O)Nc2nc3ccccc3s2)c2ccccc21
20 | 0.2 | COc1ccc(C(C)=O)cc1CN(c1ccccc1OC)S(=O)(=O)c1cccs1
44 | 5.4 | O=S1(=O)N=C(Nc2nc3c(s2)CCCC3)c2ccccc21
8 | 0.4 | CCCCOc1ccc(S(=O)(=O)NCc2csc(C)n2)cc1

New compounds follow.
OX1R antag | STK33 inh | SMILES
21 | -1.0 | Cc1cc(NC(=O)CSc2nnc(-c3ccccc3)n2Cc2ccco2)no1
7 | 0.6 | O=C(O)c1ccc(S(=O)(=O)N2CCC(n3nnc4cc(C(F)(F)F)ccc43)CC2)cc1
31 | 1.9 | C=CCNC(=O)c1ccc(Cn2cc(C(F)(F)F)ccc2=O)cc1
11 | 0.2 | O=C(NCc1cc(C(F)(F)F)cc(C(F)(F)F)c1)C12CN(Cc3ccccc3)CC1C(c1cccc([N+](=O)[O-])c1)=NO2 (configuration not stated)
12 | 0.1 | O=C(NCC1CC1)[C@]1(C(F)(F)F)C[C@H](CCC2CCCCC2)CCCO1
68* | 0.4 | Cc1ccnc(Sc2ccc([N+](=O)[O-])cc2[N+](=O)[O-])n1
7 | -0.1 | CN(C)S(=O)(=O)c1ccc(Cl)c(NC(=O)CNC2(C)CCS(=O)(=O)C2)c1 (configuration not stated)
25 | -0.9 | Cc1nc2c3ccccc3nc(NNC(=O)CCC(=O)N3CCN(c4ccc(F)cc4)CC3)n2n1
110* | -0.5 | Cn1cc([N+](=O)[O-])c(C(=O)N/N=C/c2ccc([N+](=O)[O-])cc2)n1
16 | -2.1 | Cc1cc(OCc2nc(-c3cccs3)no2)cc(C)c1Cl
21 | -1.6 | COc1ccc(NC(=S)NC(=O)/C=C/c2ccccc2)cc1
3 | 0.0 | N#CC1=C(SCC(=O)NC2CCCCC2)NC(=O)CC1c1ccco1 (configuration not stated)
25 | -0.1 | Cc1ccc(NC(=S)N(CCN2CCOCC2)Cc2ccccc2F)cc1Cl
13 | -0.8 | O=C(Oc1nsnc1N1CCOCC1)N(c1ccccc1)c1ccccc1
28 | -0.1 | COc1cccc(C2=CC(c3ccc(C)cc3)n3ncnc3N2)c1 (configuration not stated)
19 | 4.2 | CCc1nn(CC(=O)NCCC2=CCCCC2)c(=O)c2cc3cc(F)ccc3n12
40 | -1.2 | COc1ccc(C(=O)NNC(=O)C(=O)Nc2ccc(C)cc2)cc1
11 | -0.5 | Cc1cc([N+](=O)[O-])c(C)cc1-c1ccc(/C=N/NC(=O)Cn2nnnc2N)o1
23 | -1.5 | O=C(CNC(=O)c1ccccc1F)N/N=C/c1cc(Br)ccc1OCc1ccccc1
5 | -1.8 | O=C(Cn1c(=O)oc2cc(S(=O)(=O)N3CCCC3)ccc21)N1CCN(C2CCCCC2)CC1
20 | -0.9 | Cc1c(N(C(=O)CNC(=O)c2ccccc2)C2(C(=O)NC3CCCCC3)CCCCC2)c(=O)n(-c2ccccc2)n1C
4 | -1.1 | CCOc1ccc2c(c1)C(N(CCN1CCOCC1)C(=S)Nc1ccccc1OC)CC(C)(C)O2 (configuration not stated)
18 | -1.4 | N/C(=N\S(=O)(=O)c1cccs1)c1ccccc1Cl
15 | -0.6 | CC(=O)N(c1ccccc1)C1SC(=O)N(c2ccccc2)C1=O (configuration not stated)
6 | -0.5 | Cc1ccc(-c2nc(Nc3cccc(C)c3)sc2CC(=O)O)cc1
-2 | -2.7 | CSCCC(NC(=O)c1ccc(Cl)cc1Cl)C(=O)N1CC(C)OC(C)C1 (configuration not stated)
11 | 0.4 | Cc1ccc(Nc2nc(N3CCN(C)CC3)nc(N)c2[N+](=O)[O-])cc1C
2 | -1.1 | CCOc1ccc(C(=O)OCC(=O)Nc2cccnc2Cl)cc1OCC
4 | -1.3 | Cc1ccnc(NC2(C(F)(F)F)N=C(c3ccccc3)NC2=O)c1 (configuration not stated)
9 | -2.0 | Cc1nc(N)sc1N=Nc1ccc(Br)cc1
-4 | -1.0 | CC(C)(C)Nc1nc(SCC(=O)Nc2ccccc2)nc(N2CCOCC2)n1
7 | -0.2 | O=C(CCCOc1ccccc1)NCCc1ccccc1
4 | -0.1 | COCCn1c(C)cc(C2=NNC(=Nc3ccc(Cl)cc3Cl)SC2)c1C
9 | -0.5 | C=C(C)CNC(=S)Nc1sc2c(c1C(=O)OCC)CC(C)(C)OC2
4 | -1.7 | CCOC(=O)c1sc(NC(=O)CSc2nc(C)cc(-c3ccccc3)n2)c(C#N)c1C
7 | -1.0 | CS(=O)(=O)N1CCN(C(=O)NC2CCCCC2)CC1
29 | 3.5 | COc1ccc(-n2nc(C(=O)NCC(=O)NCCCN3CCN(C)CC3)c3ccccc3c2=O)cc1OC
4 | -2.6 | CN(Cc1ccco1)C(=O)CSc1nn2c(=O)c(C(C)(C)C)nnc2s1
6 | -0.1 | Cc1cccc(NC(=O)/C(C#N)=C/c2ccccc2Cl)n1
5 | -15 | CC1=NNC(=O)C1CC(=O)N/N=C/c1ccncc1 (configuration not stated)
7 | 0.1 | Cc1ccc(CC(=O)O/N=C(\N)c2cccc([N+](=O)[O-])c2)cc1
5 | -3.2 | COc1ccc(Cn2nnnc2C(C(C)C)N2CCc3ccccc32)cc1 (configuration not stated)
-7 | -5.0 | O=C(Nc1ccc(S(=O)(=O)N2CCOCC2)cc1)c1ccccc1F
5 | -2.5 | C#Cc1ccc(CN2CCC(Oc3ccc(C(=O)NCc4ccccn4)cc3)CC2)cc1
42 | -2.3 | CN1CC2(Cc3c1ccc1ccccc31)C(=O)OC(C)(C)OC2=O
23 | -0.8 | CCn1c(SCC(=O)Nc2oc(C)c3c(C)n[nH]c(=O)c23)nc2sc(C)c(C)c2c1=O
1 | -1.0 | O=C(NCc1ccco1)C1CCN(S(=O)(=O)Cc2ccccc2)CC1
37 | -1.9 | Cc1ccc(-c2c(C(=O)N/N=C/c3cccnc3)nnn2-c2nonc2N)cc1
7 | -1.1 | Cc1ccc2c(c1)c1ncnc(N3CCOCC3)c1n2C
13 | -0.8 | COc1cc(CCCN2CCNC[C@@H]2Cc2ccc(O)cc2)cc(OC)c1OC

Some of these compounds in order of their number in OX1R antag, high to low.
OX1R antag | STK33 inh | SMILES
13 | -0.8 | O=C(Oc1nsnc1N1CCOCC1)N(c1ccccc1)c1ccccc1
9 | -1.0 | CCCc1nc2sc3c(c2c(=O)n1N)CCC3
7 | -1.1 | Cc1ccc2c(c1)c1ncnc(N3CCOCC3)c1n2C
2 | -1.1 | CCOc1ccc(C(=O)OCC(=O)Nc2cccnc2Cl)cc1OCC

Continued:
OX1R antag | STK33 inh | SMILES
11 | -0.2 | CCOC(=O)COc1c(OC)cc(Cl)cc1C1Nc2ccccc2C(=O)N1c1ccccc1 (configuration not stated)
11 | -1.6 | COc1ccccc1-n1ccn(CC(=O)Nc2ccc(C)cc2Cl)c(=O)c1=O
5 | -16 | O=C(COc1ccccc1[N+](=O)[O-])N/N=C/c1ccc[nH]1
12 | -0.5 | Cc1nc(SCC(=O)c2ccccc2)[nH]c(=O)c1Oc1ccc(Cl)cc1
1 | 0.9 | COc1cccc(CNC(=O)Cn2ncn3cccc3c2=O)c1OC
37 | -0.6 | CC(C)(C)OC(=O)N1Cc2ccccc2C[C@H]1C(=O)O
5 | -0.4 | Cc1nn(-c2ccccc2)c(C)c1C1C(C#N)=C(N)Oc2n[nH]c(C)c21 (configuration not stated)
6 | -0.7 | CC(C)CSc1nnc2c3ccccc3n(C)c2n1
1 | -0.1 | FC(F)(F)COc1ccc(-c2nnc(SCc3c(Cl)cccc3Cl)o2)cn1
28 | 2.0 | COc1cc2c(cc1NC(=O)c1ccncc1)oc1ccccc12
28 | -1.4 | Cc1ccc2c(c1)c1c(n2CC(O)Cn2ccnc2C)C(=O)CCC1 (configuration not stated)
11 | -1.1 | Cc1cccc(C(C)Nc2ccc([N+](=O)[O-])cn2)c1 (configuration not stated)
